Lipid storage S3: qHTS Assay for Lipid Storage Modulators in Drosophila S3 Cells; Drosophila S3 cells, BODIPY lipid droplet fluorescence, 18-24 h; cells fed with added oleic acid; lipid storage change, negative = inhibition, % at the top dose, mostly 46.1 µM; hits show Potency in µM; actives 0.64% (n = 320,000); AID 2685; active means well fitted inhibition curve with a large enough effect in the signal ratio, with a control signal flat, not every such curve was filed as active; inconclusive means small, poorly fitted or top-dose-only effect, or effect the other way, or a change in a side signal; the % refers to the signal ratio
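Drosophila S3 cells got compounds at several concentrations plus oleic acid (400 uM solution). Laser-scanning cytometry with 488 nm excitation read lipid droplets at 500-530 nm and cells at 575-640 nm. Percent activity was relative to 20 uM Triacsin C.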
Lipid storage S3 cell count max: recorded beside Lipid storage S3, whose call it bears; cell number change, %; measured here: cell count max response;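 cells counted by Cell Tracker Red CMTPX staining in the red channel; peak over a dose series mostly up to 46.1 µM; percent activity relative to internal control wells on each plate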
Starred values were filed as active, the others as inactive. On the % scale 0 is the no-effect control and ±100 the full control effect; potency means the concentration at half of the fitted maximal effect. An excerpt; count on the stated rates, not on these rows.

For COc1ccc(S(=O)(=O)NC(N)=NCCc2ccc(OC)c(OC)c2)cc1 the results were Lipid storage S3 1% and Lipid storage S3 cell count max 17.
For CCOC(=O)C1CN(S(=O)(=O)c2ccc(OC)cc2)c2cc(CC(=O)OC)ccc2O1 (stereo unspecified) the results were Lipid storage S3 14% and Lipid storage S3 cell count max 5.
For Cc1[nH]c(C)c(S(=O)(=O)N2CCc3ccccc32)c1C(=O)N1CCCCC1 the results were Lipid storage S3 inactive.
O=C(NCc1ccccc1)/C(=C/c1ccco1)NC(=O)c1ccco1 was read as Lipid storage S3 9% and Lipid storage S3 cell count max 10.
O=C1CC(c2ccc(Cl)cc2)n2nc(N3C(=O)c4ccccc4C3=O)nc2N1 (stereo unspecified) was read as Lipid storage S3 inconclusive.
`O=C(c1cc(Br)c[nH]1)N1CCCCC1` gave Lipid storage S3 15% and Lipid storage S3 cell count max 7.
`COc1cc(NC(=O)Cc2cccs2)cc(OC)c1` gave Lipid storage S3 inconclusive.
COC(=O)c1cc(Br)c(=O)n(CCN2CCCC2)c1 was read as Lipid storage S3 1% and Lipid storage S3 cell count max 26.
`O=C(NCc1ccncc1)/C(=C/c1cccc([N+](=O)[O-])c1)NC(=O)c1ccccc1` gave Lipid storage S3 -4% and Lipid storage S3 cell count max 3.
For CCC(C)[C@H](NC(=O)NCc1ccc(S(N)(=O)=O)cc1)C(=O)OC (stereo partly specified) the results were Lipid storage S3 3% and Lipid storage S3 cell count max 12.
Screening O=C(O)C1CCC(Cn2c(SCc3cc(=O)n4cc(Cl)ccc4n3)nc3ccsc3c2=O)CC1 (stereo unspecified) returned Lipid storage S3 1% and Lipid storage S3 cell count max 13.
`COc1cccc(C(=O)Nc2ccc(C(=O)O)cc2)c1` gave Lipid storage S3 11% and Lipid storage S3 cell count max -1.
`C=CCSc1nc(C)c(CCCC)c(=O)[nH]1` gave Lipid storage S3 inconclusive.
For O=C1C2CC=C(Cl)CC2C(=O)N1CC1OCCc2ccccc21 (stereo unspecified) the results were Lipid storage S3 inconclusive.
For COc1cccc(NC(=O)CNC(=O)c2cccs2)c1 the results were Lipid storage S3 inconclusive.
Screening CC1(C)Oc2ccc3ccc(=O)oc3c2[C@@H](O)[C@H]1O returned Lipid storage S3 inconclusive.
Screening Cc1ccc(CNC(=O)COC(=O)CSc2cc(C)c(Br)cc2C)cc1 returned Lipid storage S3 -3% and Lipid storage S3 cell count max -20.
`CCCc1cc(=O)[nH]c(SCC(=O)N(C)CC(=O)Nc2ccccc2CC)n1` gave Lipid storage S3 inconclusive.
COC(=O)/C=C(\C)NC(=O)c1ccc(F)cc1 was read as Lipid storage S3 inconclusive.
COCc1nnc(NC(=O)c2ccccc2[N+](=O)[O-])s1 was read as Lipid storage S3 inconclusive.
O=C(Nc1nnc(-c2ccco2)o1)c1ccc(Cl)cc1 was read as Lipid storage S3 inconclusive.
`COc1cc(/C=N/NC(=O)C(=O)NCc2cccnc2)cc(OC)c1OC` gave Lipid storage S3 inconclusive.
Screening Nc1ccc(-n2nc(C(F)(F)F)cc2C(F)(F)F)cc1 returned Lipid storage S3 1% and Lipid storage S3 cell count max 6.
`COC(=O)c1cccc(NS(=O)(=O)c2ccc(NC(C)=O)cc2)c1C` gave Lipid storage S3 inconclusive.
`CC(C)(C)NC(=O)COc1coc(CN2CCN(Cc3ccccc3)CC2)cc1=O` gave Lipid storage S3 inactive and Lipid storage S3 cell count max -14.
`O=C(Nc1ccc(Br)c(C(F)(F)F)c1)c1ccccc1` gave Lipid storage S3 inconclusive.
For O=C1C=CC2C(c3ccc4c(c3)OCO4)CC1N2Cc1ccccc1 (stereo unspecified) the results were Lipid storage S3 9% and Lipid storage S3 cell count max 19.
For CCOc1ccc2[nH]c(O)c(NC(C)=O)c2c1 the results were Lipid storage S3 inconclusive.
Screening Cc1cccc(C)c1NC(=O)C(NC(=O)CN1C(=O)c2ccccc2C1=O)c1ccccc1 (stereo unspecified) returned Lipid storage S3 21% and Lipid storage S3 cell count max -1.
For CCCCn1c(SCC(=O)Nc2cc(NC(=O)c3ccco3)ccc2C)nc2ccccc2c1=O the results were Lipid storage S3 inconclusive.
Screening O=C(/C=C/c1ccccc1)Nc1ncn[nH]1 returned Lipid storage S3 inconclusive.
`O=[N+]([O-])c1ccc(N2CCN(S(=O)(=O)c3cnc[nH]3)CC2)cc1` gave Lipid storage S3 inactive and Lipid storage S3 cell count max 14.
For CCCCNC(=O)c1ccc2c(c1)ncn2C1CCCCC1 the results were Lipid storage S3 inconclusive.
COc1cc(C2C(C#N)=C(N)Oc3cc4c(cc32)OCO4)cc(OC)c1OC (stereo unspecified) was read as Lipid storage S3 18% and Lipid storage S3 cell count max -1.
CCc1cc(C(=O)c2ccc(OC)cc2)c(NC(=O)CCC(=O)O)s1 was read as Lipid storage S3 -11% and Lipid storage S3 cell count max 9.
`COC(=O)c1cc(C(=O)OC)n(Cc2ccc(Cl)cc2Cl)n1` gave Lipid storage S3 inactive and Lipid storage S3 cell count max 27.
O=C(Cn1nc(CNc2ccc(Cl)cc2)[n+]2c1CCCCC2)c1ccc(Br)cc1 was read as Lipid storage S3 inconclusive.
For CCCCN(CC)C(=O)C1CCC(CNS(=O)(=O)c2cccc3nsnc23)CC1 (stereo unspecified) the results were Lipid storage S3 inactive and Lipid storage S3 cell count max 3.
`CCNc1nc(NCC)nc(SCCOC(=O)Nc2ccccc2)n1` gave Lipid storage S3 -18% and Lipid storage S3 cell count max -9.
Cc1cc(Cl)ccc1N(CC(=O)NCCSCc1ccco1)S(C)(=O)=O was read as Lipid storage S3 19% and Lipid storage S3 cell count max 10.
CC(C)CC1C(C#N)=C(N)Oc2n[nH]c(-c3ccccc3)c21 (stereo unspecified) was read as Lipid storage S3 inconclusive.
O=C(c1cccc2ccccc12)C1CCCN(C(=O)CCc2cnccn2)C1 (stereo unspecified) was read as Lipid storage S3 12% and Lipid storage S3 cell count max 14.
Screening CCn1c(SCC(=O)N(C(C)C)C(C)C)nnc1-c1cc2ccccc2cc1O returned Lipid storage S3 inconclusive.
Screening Cc1c(CCOC(=O)c2cc([N+](=O)[O-])cc([N+](=O)[O-])c2)sc[n+]1CC(=O)c1ccc(Br)cc1 returned Lipid storage S3 inconclusive.
Screening COc1ccc(OCCNC(=O)CSc2ccc(C(F)(F)F)cc2[N+](=O)[O-])cc1 returned Lipid storage S3 inconclusive.
`O=C(CCN1C(=O)c2ccccc2C1=O)N1CCN(C(=O)c2ccccc2)CC1` gave Lipid storage S3 -15% and Lipid storage S3 cell count max -12.
`COc1ccccc1NC(=O)CCS(=O)(=O)c1ccccc1` gave Lipid storage S3 8% and Lipid storage S3 cell count max 7.
Screening COCCNC(=S)Nc1cc(OC)c(OC)cc1C#N returned Lipid storage S3 inconclusive.
`CC(C)Oc1ccc(N2CC(C(=O)Nc3ccccc3F)CC2=O)cc1` (stereo unspecified) gave Lipid storage S3 inactive and Lipid storage S3 cell count max 13.
`O=C(NNC1OC(CO)C(O)C(O)C1O)c1cccnc1` (stereo unspecified) gave Lipid storage S3 27%.
CCOc1ccc(S(=O)(=O)N2CCC(C(=O)N3CCCC3)CC2)cc1C was read as Lipid storage S3 inconclusive.
Screening CNC(=O)COC(=O)c1cc(=O)[nH]c2ccccc12 returned Lipid storage S3 -6% and Lipid storage S3 cell count max 14.
COc1cccc(CNC(=O)Cn2ccc3cc(S(=O)(=O)N4CCCCCC4)ccc32)c1OC was read as Lipid storage S3 13% and Lipid storage S3 cell count max 22.
Cc1cccc2cc(CN(CC3CCCO3)C(=O)c3ccco3)c3nnnn3c12 (stereo unspecified) was read as Lipid storage S3 6% and Lipid storage S3 cell count max -15.
Screening CN(C)CCCN(C(=O)COc1ccccc1)c1nc2c(F)cccc2s1 returned Lipid storage S3 10% and Lipid storage S3 cell count max 3.
COc1ccc(-n2c(=S)[nH]c3cc(C(=O)NCc4ccco4)ccc3c2=O)cc1OC was read as Lipid storage S3 inconclusive and Lipid storage S3 cell count max 1.
For COc1ccccc1-c1oc2ccccc2c1-c1ccc2cc[nH]c2c1 the results were Lipid storage S3 18% and Lipid storage S3 cell count max 9.
`O=C(O)c1ccc(Nc2nc(-c3ccccc3)c3ccccc3n2)cc1` gave Lipid storage S3 inconclusive.
`Cc1ccc(S(=O)(=O)NCC(c2ccccc2)N2CCCCC2)cc1` (stereo unspecified) gave Lipid storage S3 7% and Lipid storage S3 cell count max -14.
Screening CCCCCCCn1c(NC(=O)CC)nc2ccccc21 returned Lipid storage S3 inconclusive.

Taken from the entries so far for reference:
CC(C)CC1C(C#N)=C(N)Oc2n[nH]c(-c3ccccc3)c21 (stereo unspecified) was read as Lipid storage S3 inconclusive.
O=C(c1cccc2ccccc12)C1CCCN(C(=O)CCc2cnccn2)C1 (stereo unspecified) was read as Lipid storage S3 12% and Lipid storage S3 cell count max 14.

More results
Screening Cc1ccc(N2CC(C(=O)Nc3ccccc3N3CCCC3)CC2=O)cc1 (stereo unspecified) returned Lipid storage S3 inconclusive.
For COc1ccc(CC(=O)NCC(=O)N/N=C(/C)c2ccco2)cc1 the results were Lipid storage S3 2% and Lipid storage S3 cell count max 10.
Screening Cc1cc(O)c(S(=O)(=O)c2ccccc2)c(C)c1NS(=O)(=O)c1ccccc1 returned Lipid storage S3 inactive and Lipid storage S3 cell count max 9.
COc1ccc(NC(=O)c2[nH]c(C)c(C(C)=O)c2C)cc1Cl was read as Lipid storage S3 inconclusive.
COCCN(CC(=O)NCc1ccccc1)C(=O)CCC(=O)Nc1ccccn1 was read as Lipid storage S3 inactive.
`Cc1ccc(C(=O)Cn2c(C(=O)/C=C/c3ccccc3)nc3ccccc32)cc1` gave Lipid storage S3 2% and Lipid storage S3 cell count max -8.
For CCc1c(C)nc2ncnn2c1N1CCCC(C(=O)NCc2cccs2)C1 (stereo unspecified) the results were Lipid storage S3 inconclusive.
`CC#CCN(Cc1ccco1)C(=O)c1ccc(OC2CCN(Cc3ccccn3)CC2)cc1` gave Lipid storage S3 inconclusive.
Screening COCCN1CC(=O)N2C(c3cccc(C)c3)c3[nH]c4ccccc4c3C[C@H]2C1=O (stereo partly specified) returned Lipid storage S3 8% and Lipid storage S3 cell count max 1.
For COC(=O)c1ccccc1NC(=O)c1nc2nc(C)cc(C)n2n1 the results were Lipid storage S3 inactive and Lipid storage S3 cell count max 8.
For Cn1ccc(C(=O)NC(=S)Nc2ccc([N+](=O)[O-])cc2O)n1 the results were Lipid storage S3 inactive and Lipid storage S3 cell count max -24.
Screening COc1ccc(-c2nnn(CC(=O)N(CCO)C(C(=O)NC3CCCC3)c3ccc(F)cc3)n2)cc1 (stereo unspecified) returned Lipid storage S3 -10% and Lipid storage S3 cell count max -8.
CCOC(=O)N1CCN(S(=O)(=O)c2ccc3c(c2)CCN3C(=O)C2CCC2)CC1 was read as Lipid storage S3 inactive and Lipid storage S3 cell count max -20.
`CC(C)NC(=S)NC(c1ccccc1)(c1ccccc1)c1ccccc1` gave Lipid storage S3 -19% and Lipid storage S3 cell count max -3.
Screening CC12CN3CCN(CC(C3)/C1=N/NC(=O)Nc1ccccc1)C2 returned Lipid storage S3 0% and Lipid storage S3 cell count max 7.
For COc1ccc(C(=O)Cn2c(NCCO)nc3ccccc32)cc1 the results were Lipid storage S3 11% and Lipid storage S3 cell count max -1.
`Cc1nc2ccccc2c(=O)n1Nc1cccc(Cl)c1` gave Lipid storage S3 inconclusive.
COc1ccc(C2CC(=O)C=C(O)C2)cc1 (stereo unspecified) was read as Lipid storage S3 -2% and Lipid storage S3 cell count max 22.
Cc1cc(OC(C)C(=O)Nc2cccnc2)ccc1Cl (stereo unspecified) was read as Lipid storage S3 inconclusive.
CCCSCCCNC(=O)c1ccc(NC(=O)C2=CSCCO2)cc1 was read as Lipid storage S3 inactive and Lipid storage S3 cell count max -26.
For Cc1ccccc1NCC(=O)N/N=C/C(Br)=C/c1ccccc1 the results were Lipid storage S3 inconclusive.
`COc1cccc(CC2(CO)CCCN(Cc3cc4ccccc4[nH]3)C2)c1` (stereo unspecified) gave Lipid storage S3 -9% and Lipid storage S3 cell count max -14.
For O=[N+]([O-])C(=C1Nc2ccccc2N1)C(Cl)=C(Cl)Cl the results were Lipid storage S3 inconclusive.
Nc1c(Nc2ccccc2)c2ccccc2oc1=O was read as Lipid storage S3 inactive.
Cc1cc(NC(=O)COC(=O)C(Nc2ccc(C(F)(F)F)cc2Cl)C(C)C)no1 (stereo unspecified) was read as Lipid storage S3 inconclusive.
CCCCc1c(C)c2ccc(OCC(C)=O)cc2oc1=O was read as Lipid storage S3 inconclusive.

Of the compounds above, these have a furan ring, fused or not.
O=C(NCc1ccccc1)/C(=C/c1ccco1)NC(=O)c1ccco1 was read as Lipid storage S3 9% and Lipid storage S3 cell count max 10.
O=C(Nc1nnc(-c2ccco2)o1)c1ccc(Cl)cc1 was read as Lipid storage S3 inconclusive.
For CCCCn1c(SCC(=O)Nc2cc(NC(=O)c3ccco3)ccc2C)nc2ccccc2c1=O the results were Lipid storage S3 inconclusive.
Cc1cc(Cl)ccc1N(CC(=O)NCCSCc1ccco1)S(C)(=O)=O was read as Lipid storage S3 19% and Lipid storage S3 cell count max 10.
Cc1cccc2cc(CN(CC3CCCO3)C(=O)c3ccco3)c3nnnn3c12 (stereo unspecified) was read as Lipid storage S3 6% and Lipid storage S3 cell count max -15.
COc1ccc(-n2c(=S)[nH]c3cc(C(=O)NCc4ccco4)ccc3c2=O)cc1OC was read as Lipid storage S3 inconclusive and Lipid storage S3 cell count max 1.
For COc1ccccc1-c1oc2ccccc2c1-c1ccc2cc[nH]c2c1 the results were Lipid storage S3 18% and Lipid storage S3 cell count max 9.
For COc1ccc(CC(=O)NCC(=O)N/N=C(/C)c2ccco2)cc1 the results were Lipid storage S3 2% and Lipid storage S3 cell count max 10.
`CC#CCN(Cc1ccco1)C(=O)c1ccc(OC2CCN(Cc3ccccn3)CC2)cc1` gave Lipid storage S3 inconclusive.

Source: PubChem BioAssay
